Source: PubChem BioAssay
M. tuberculosis GlmU: inhibition of mycobacterial GlmU enzyme – biochemical, glucosamine-1-phosphate acetyltransferase (AID 1376) | M. tuberculosis GlmU acetyltransferase enzyme assay; higher % means a stronger effect | inhibition, %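 (tested at 30 µM in the primary screen)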, or IC50 in µM where a hit was titrated | hit rate 0.25% among 220,000; in the data active means inhibition above about 13%; inconclusive means no clear call, values can overlap the other calls;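 further: 0% = complete reaction with vehicle and 100% = reaction without substrate; strong numbers were not always called active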
RmlCD inh 1536: blocks M. tuberculosis RmlC and RmlD coupled enzymes; P9WH09+P9WH11; RmlC+RmlD coupled enzyme assay, percent inhibition; primary screen in compound mixtures; inhibition, % at 3.6 µM; hit rate 0.03% among 160,000; AID 1533; in the data active means inhibition mostly above about 34%, no sharp cut-off; inconclusive means no clear call, values can overlap the other calls; inactive means mostly below about 22%; further: some results filed as inactive read as strong as hits
Target sequence (P9WH09 whole entry, looked up): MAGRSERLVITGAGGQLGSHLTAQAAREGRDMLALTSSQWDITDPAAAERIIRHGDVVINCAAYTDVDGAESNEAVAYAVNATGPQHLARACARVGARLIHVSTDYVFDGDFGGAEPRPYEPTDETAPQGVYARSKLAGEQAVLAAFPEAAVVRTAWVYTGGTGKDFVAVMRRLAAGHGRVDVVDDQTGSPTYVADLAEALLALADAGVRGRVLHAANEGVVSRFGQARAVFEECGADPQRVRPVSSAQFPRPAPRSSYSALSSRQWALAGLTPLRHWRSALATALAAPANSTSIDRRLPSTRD
Target sequence (P9WH11 whole entry, looked up): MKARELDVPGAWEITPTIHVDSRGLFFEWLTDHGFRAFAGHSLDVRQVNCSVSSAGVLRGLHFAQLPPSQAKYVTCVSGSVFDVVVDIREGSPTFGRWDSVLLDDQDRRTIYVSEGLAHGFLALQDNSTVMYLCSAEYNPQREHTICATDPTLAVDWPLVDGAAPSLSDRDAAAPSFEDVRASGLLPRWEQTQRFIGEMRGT
Starred values were filed as active, the others as inactive; ? = inconclusive; · = no result given. A portion of the library. The share of hits here may be higher or lower than overall.

SMILES	M. tuberculosis GlmU	RmlCD inh 1536
Cc1ccc(-n2nnnc2SCC(N)=O)c(C)c1	-2.3%	-9
COc1cccc(C2C(C(=O)c3cc4ccccc4o3)=C(O)C(=O)N2CCN(C)C)c1OC (stereo not given)	-0.8%	·
O=C(Cn1cc(C(F)(F)F)ccc1=O)Nc1cc(S(=O)(=O)N2CCOCC2)ccc1Cl	-4.8%	-3
CC(C)c1nc(CNC(=O)CCc2nnc(-c3ccsc3)o2)cs1	-7.0%	13
CCSc1nc2c(cnn2-c2ccc(C)cc2)c(=O)[nH]1	7.0%	10
O=C(CCNS(=O)(=O)c1ccc2c(c1)CCC(=O)N2)Nc1ccc2c(c1)OCCO2	2.4%	31
COC(=O)c1sc(NC(=O)C2CCCCC2C(=O)O)c(C(=O)OC)c1C (stereo not given)	-2.4%	-4
COc1ccc(OC)c(C(=O)c2ccc(C(=O)O)cc2)c1	3.2%	99
CC(=O)Oc1ccc(C(=O)Cc2ccccn2)c(O)c1	-4.7%	21
Cn1cnnc1SCC(=O)Nc1ccc(Cl)cn1	3.7%	-7
Cc1cc(Cl)ccc1-n1c(-c2cccnc2)n[nH]c1=S	5.1%	-7
O=C(COC(=O)/C=C/c1ccc(OC(F)F)cc1)Nc1ccc(S(=O)(=O)N2CCCC2)cc1	-1.8%	2
Cc1cc(NC(=O)COC(=O)C2=COCCO2)c([N+](=O)[O-])cc1C	-1.0%	·
COCC(=O)Nc1nnc(Cc2ccc(OC)c(OC)c2)s1	-2.9%	15
CCCOc1ccc(CN2CCOCC2)cc1OC	2.6%	-11
CC(C)S(=O)(=O)C1=NSC2=NC(=O)/C(=C\c3ccc(-c4cccc(C(=O)O)c4)o3)C(=N)N21	13µM*	-11
COc1ccc(NC(=O)CN2C(=O)CC(C)(C)S(=O)(=O)c3ccccc32)cc1	2.0%	13
Cc1nc2ccccc2n1CC(=O)N/N=C\C=C\c1ccccc1	-3.5%	·
CCOC(=O)c1c(C)[nH]c(C(=O)CN2CC(C)OC(C)C2)c1C (stereo not given)	-0.6%	-13
CC(=O)C(Sc1ncnc2c1nnn2-c1ccc(F)cc1)C(=O)N(C)C (stereo not given)	1.2%	·
CCCN(CC(=O)Nc1ccccc1C)C(=O)CCl	6.7%	11
CCN(C(=O)c1cn(C)c(=O)c2cc(OC)c(OC)cc12)c1ccccc1C	-3.1%	0
CCCn1nc(Oc2nc(N(C)C)nc(N(C)C)n2)ccc1=O	-0.7%	7
CC(C)c1ccc(S(=O)(=O)c2cn(Cc3ccc(F)cc3)c3cc4c(cc3c2=O)OCO4)cc1	3.4%	9
CCOc1cc(C2NC(=S)NC(C)=C2C(=O)Nc2ccccc2)ccc1O (stereo not given)	7.4%	13
CC(Sc1n[nH]c(N)n1)c1nc2scc(-c3cccs3)c2c(=O)[nH]1 (stereo not given)	2.6%	-6
O=C(CSc1nnc(SCc2ccccc2)s1)N/N=C/c1ccc(C(=O)O)cc1	9.3%	-8
Cc1ccnc(NC(=O)c2ccc(Cl)c(NC(=O)CCc3ccccc3)c2)c1	3.0%	10
CCOc1ccc(NC(C)c2cc(Cl)ccc2O)cc1 (stereo not given)	3.2%	·
COC(=O)c1sc(NC(=O)/C=C/c2ccc(C)cc2)nc1C	3.9%	-10
CCOc1ccc(-c2ccc(/C=C3/C(=N)N4C(C)=CSC4=NC3=O)o2)c([N+](=O)[O-])c1	7.5%	·
Cc1cc(NC(=O)c2cnccn2)no1	6.3%	·
COCCNC(=O)c1ccc(NC(C)=O)cc1	1.9%	-8
N#CC1(C#N)CC(C=O)=C(N)C1(C#N)CC(=O)C12CC3CC(CC(C3)C1)C2 (stereo not given)	8.5%	-6
CC(=O)Nc1ccc(C(=O)OCC(=O)NCc2ccc(Cl)cc2)cc1	6.4%	2
COCCCNC(=O)c1cc2c(s1)CS(=O)(=O)C2	-6.4%	5
Cc1nnc(N/N=C\c2ccc(-c3cccc(C(=O)O)c3)o2)n1N	8.0%	-18
Cc1cc(C)c2c(-n3cccc3)n[nH]c2n1	7.1%	4
CCc1nnc(NS(=O)(=O)c2ccc(NC(=O)/C=C/c3ccccc3Cl)cc2)s1	2.4%	4
COc1cc(NC(=O)c2cc3ccccc3cc2O)c(OC)cc1Cl	6.9%	-11
O=S(=O)(Nc1ccccc1N1CCCCC1)c1ccc(F)cc1	-2.6%	40
Cc1cccc(C(=O)NC(=S)NNC(=O)COc2c(C)cccc2C)c1	4.6%	7
COc1ccc(-c2sccc2C(C)C(=O)O)cc1 (stereo not given)	-2.7%	·
O=C(CSc1nnc(COc2ccccc2)o1)c1ccccc1	-1.6%	3
Cc1ccc(NC(=O)COC(=O)/C=C/c2cccs2)c(C)c1	2.4%	-13
Oc1[nH]c(=S)sc1C=C1N=c2ccccc2=N1	8.3%	0
O=S(=O)(NC1CCCCC1)c1ccc(-c2csnn2)s1	6.4%	·
Cc1cc(NC(=O)c2cc(-c3cccs3)nc3ccccc23)no1	6.6%	?
CCN(CC)CCN(C(=O)c1c(F)cccc1F)c1nc2cc(C)cc(C)c2s1	-5.9%	9
CCn1nnc(C(=O)O)c1C(=O)O	-5.9%	9
(listing goes on)
SMILES	M. tuberculosis GlmU	RmlCD inh 1536
CCOc1c2ccc(C(=O)NCc3ccc(C(F)(F)F)cc3C(F)(F)F)cc2nn1C	4.1%	·
Nc1nccc(-c2ccc(-n3cnc4ccccc43)cc2)n1	0.1%	-6
COc1ccc(S(=O)(=O)n2c(CCN3CCOCC3)nc3ccccc32)cc1	4.3%	-1
COc1ccc(OC)c(S(=O)(=O)Nc2cccc(-c3ccc4nncn4n3)c2)c1	1.9%	-17
COc1cc2c(cc1OC)/C(=C/C(=O)N1CCOCC1)NC(C)(C)C2	-6.1%	-7
O=C(N/N=C\c1ccco1)c1cncc(Br)c1	3.9%	-7
COc1ccc(NC(=O)CN2CCN(c3nc(-c4cccc(OC)c4)cs3)CC2)cc1	-2.8%	·
Cc1csc(SCC(=O)NC(=O)NC(C)(C)C)n1	1.2%	-13
O=C(NCc1ccco1)c1ccccc1Br	1.9%	7
CN(C)CC(C)(C)CNS(=O)(=O)CC12CCC(CC1=O)C2(C)C (stereo not given)	2.6%	0
CCOC(=O)c1ccc(NC(=O)NCc2c(C)nn(CC)c2C)cc1	0.4%	-7
O=C(Nc1ccccc1N(C(=O)c1ccco1)S(=O)(=O)c1cccs1)c1ccco1	-2.4%	·
Cc1ccc(C(=O)C[n+]2cccc3cc(C)ccc32)cc1	-5.6%	-11
COC(=O)C1=C(C(=O)OC)[C@@H]2N(C)c3ccc(OC)cc3[C@@]23C[C@@H](C(=O)OC)N(C(=O)COCc2ccccc2)C3=N1	2.7%	·
CCOC(=O)C1CN(S(C)(=O)=O)c2cc(CC(=O)OC)ccc2O1 (stereo not given)	-5.8%	10
COCCNC(=O)C(c1ccc(C)o1)N(CC1CCCO1)C(=O)Cn1nnc2ccccc21 (stereo not given)	-6.4%	-7
Cn1c(NNC(=O)C(c2ccccc2)c2ccccc2)cc(=O)n(C)c1=O	-5.7%	-14
C/C(=N/NS(=O)(=O)c1ccc(C)cc1)c1c(O)c2ccccc2oc1=O	4.8%	8
CCOc1cc(NC(=S)Nc2cccc(OC)c2)c(OCC)cc1NC(=O)C(C)C	1.6%	4
O=C(NCCCn1ccnc1)c1ccc(S(=O)(=O)Nc2ccccc2)cc1	2.5%	4
Cc1ccc(C2N3CCCN23)cc1 (stereo not given)	9.4%	3
Cc1cnccc1NC(=O)c1cccs1	2.7%	·
CC(C)(C)OC(=O)N1CCC(CNC(=O)c2ccccc2)CC1	7.0%	-3
CN(C(=O)c1c(Cl)nc2sccn12)C1CCCCC1	-2.5%	10
c1ccc2c(CNc3ccc(CNc4ncn[nH]4)cc3)cccc2c1	-3.0%	·
CCCOc1ccccc1NC(=O)Nc1ccccc1Cl	-2.5%	8
CCc1ccc(-c2cc(C(=O)Nc3ccc(S(=O)(=O)NC(C)=O)cc3)c3ccccc3n2)cc1	2.2%	-8
COC(=O)c1nc(NC(=O)c2ccc(Cl)cc2)n[nH]1	1.9%	-7
Cc1csc(SCC(=O)Nc2cccc3nsnc23)n1	1.4%	1
COC(=O)c1nn(-c2ccccc2)c(=O)cc1Sc1ccc(Cl)cc1	2.6%	-6
CC(NC(=O)Cn1cnnn1)C12CC3CC(CC(C3)C1)C2 (stereo not given)	2.6%	-6
CNC(=O)COc1ccc(S(=O)(=O)Nc2ccc(OC)cc2)cc1	1.8%	1
CCN(CC)CCCN1C(=O)C(O)=C(C(=O)c2cc3ccccc3o2)C1c1ccccn1 (stereo not given)	1.1%	·
COc1ccc(CCNC(=O)c2ccc3c(SCC(=O)O)c4c(nc3c2)CCCC4)cc1OC	9.0%	-10
O=C(CSc1nnc2c(Cl)cc(Cl)cn12)NC1CCS(=O)(=O)C1 (stereo not given)	-2.9%	·
COc1ccc(CCNC(=O)c2cc(-c3cccs3)on2)cc1OC	1.6%	·
CN1CCN(CCCCOc2ccc(F)cc2)CC1	-2.1%	9
Cc1cccc(NC(=O)NCCN2C(=O)C3C4C=CC(C4)C3C2=O)c1 (stereo not given)	7.9%	10
N#CCCN1CCN(C(CNS(=O)(=O)c2ccc(Cl)cc2)c2ccccc2)CC1 (stereo not given)	-5.0%	-10
Cc1cccc(OCCOCCSc2ncccn2)c1	0.1%	·
COc1ccc(CCNc2cc(C)nc3c(-c4ccc(Cl)cc4)c(C)nn23)cc1OC	-5.1%	·
CC(C)CCNc1nnnc2c1sc1nc(N3CCOCC3)c3c(c12)CC(C)(C)SC3	2.3%	2
Cc1ccc(N2CC3=C(C2=O)C(c2ccccc2)NC(=O)N3C)cc1 (stereo not given)	3.2%	8
CC(C)=CC(=O)Nc1ccc2c(c1)OCO2	7.3%	7
COc1ccccc1N1CCN(/N=C/c2cc(OC)c(OC)c(OC)c2)CC1	-2.8%	·
Cc1nn(-c2cccc(C(=O)O)c2)c(C)c1[N+](=O)[O-]	-2.9%	-4
O=C(CN1C(=O)c2cccc3cccc1c23)N1CCc2ccccc2C1	1.5%	4
COc1ccccc1N(CC(=O)N/N=C/c1ccc(C(=O)O)cc1)S(=O)(=O)c1ccc(C)cc1	2.2%	9
S=c1[nH]nc(-c2cccnc2)n1-c1ccc2c(c1)OCCO2	-0.3%	11
O=C(COC(=O)c1ccc[nH]c1=O)Nc1ccc2c(c1)OC(F)(F)O2	-2.2%	8

Arranged by number of heavy atoms (ascending): part of the list above.
SMILES	M. tuberculosis GlmU	RmlCD inh 1536
CC(C)=CC(=O)Nc1ccc2c(c1)OCO2	7.3%	7
CN1CCN(CCCCOc2ccc(F)cc2)CC1	-2.1%	9
Cc1cccc(OCCOCCSc2ncccn2)c1	0.1%	·
S=c1[nH]nc(-c2cccnc2)n1-c1ccc2c(c1)OCCO2	-0.3%	11
O=C(CSc1nnc2c(Cl)cc(Cl)cn12)NC1CCS(=O)(=O)C1 (stereo not given)	-2.9%	·
Cc1ccc(N2CC3=C(C2=O)C(c2ccccc2)NC(=O)N3C)cc1 (stereo not given)	3.2%	8
O=C(CN1C(=O)c2cccc3cccc1c23)N1CCc2ccccc2C1	1.5%	4
COc1ccccc1N1CCN(/N=C/c2cc(OC)c(OC)c(OC)c2)CC1	-2.8%	·
N#CCCN1CCN(C(CNS(=O)(=O)c2ccc(Cl)cc2)c2ccccc2)CC1 (stereo not given)	-5.0%	-10
COc1ccc(CCNc2cc(C)nc3c(-c4ccc(Cl)cc4)c(C)nn23)cc1OC	-5.1%	·
CCN(CC)CCCN1C(=O)C(O)=C(C(=O)c2cc3ccccc3o2)C1c1ccccn1 (stereo not given)	1.1%	·
COc1ccccc1N(CC(=O)N/N=C/c1ccc(C(=O)O)cc1)S(=O)(=O)c1ccc(C)cc1	2.2%	9

The list continues:
SMILES	M. tuberculosis GlmU	RmlCD inh 1536
CCCCNS(=O)(=O)c1ccc(NC(=O)Cc2ccccc2[N+](=O)[O-])cc1	-0.8%	4
O=C(COC(=O)c1cccnc1Nc1ccccc1F)NCc1ccc2c(c1)OCO2	-4.5%	7
COc1ccc(CCCc2n[nH]c(=S)o2)c(C)c1	1.5%	1
COc1cccc(N/C=C(\C#N)c2ccc(OCCCF)cc2)c1	5.9%	·
COC(=O)COc1ccc(S(=O)(=O)N2CCN(c3ccc(OC)cc3)CC2)cc1	·	-4
CCCCCCN1CC(O)=C(c2ccccc2)C1=N	0.1%	63
CN(C)CCCNC(NC(=O)/C=C/c1ccccc1)C(Cl)(Cl)Cl (stereo not given)	3.6%	-13
O=C(CN1CCCC1)Nc1cc(C(F)(F)F)cc(C(F)(F)F)c1	-5.1%	5
COc1ccc(-c2cc(C(F)(F)F)nc(SCC(=O)NCc3cccs3)n2)cc1	6.6%	-5
COc1ccc(Cn2nnnc2C(c2cccs2)N2CCN(c3ccccc3)CC2)cc1 (stereo not given)	-2.2%	6
CCc1ccc(NC(=S)N(Cc2ccc(Cl)cc2)Cc2ccc(C(=O)O)cc2)cc1	-1.1%	-11
COc1ccccc1NC(=S)NNC(=O)c1cc(C)nn1C	8.5%	-7
COc1ccc([N+](=O)[O-])cc1NC(=O)CSc1nccc(C)n1	0.9%	2
